NR2E3 ag-1: agonists of human nuclear receptor NR2E3; 320,000 compounds, 0.12% hits; GST-NR2E3/biotin-RetCOR TR-FRET, 1536-well; Q9Y5X4; AID 2300; inhibition of corepressor binding, % at 4.78 µM;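 active = percent inhibition above the cutoff of mean plus 3 SD of all tested compounds, set per screening campaign, cut at about 20% in these data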;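 note: 0% = DMSO wells and 100% = biotin wells as full block of FRET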
Target sequence (Q9Y5X4 whole entry, looked up): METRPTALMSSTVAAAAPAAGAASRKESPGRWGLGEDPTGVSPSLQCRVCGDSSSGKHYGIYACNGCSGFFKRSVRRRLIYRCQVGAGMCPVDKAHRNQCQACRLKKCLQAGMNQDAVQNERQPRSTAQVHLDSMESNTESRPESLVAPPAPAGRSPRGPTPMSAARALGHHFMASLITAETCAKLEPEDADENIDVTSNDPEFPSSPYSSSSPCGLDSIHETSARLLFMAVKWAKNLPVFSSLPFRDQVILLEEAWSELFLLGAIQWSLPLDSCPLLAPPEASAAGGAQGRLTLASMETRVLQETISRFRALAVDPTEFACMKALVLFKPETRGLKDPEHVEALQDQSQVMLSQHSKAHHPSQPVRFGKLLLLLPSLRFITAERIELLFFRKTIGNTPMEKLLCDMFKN
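Test system – NR2E3–RetCOR corepressor complex · Quantity – NR2E3 fusion 1.35 nM · Buffer or medium – Tris pH 7.5 · Incubation – Compound–protein incubation for 5 h at 4 °C · Technique – TR-FRET, Eu(K)-anti-GST donor, streptavidin-D2 acceptor, ex 340, em 617/671 nm · Evaluation – percent inhibition of 671/617 nm emission ratio versus biotin and DMSO controls · Plate – 1536-well format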
EBV LMP1 NFkB: reduces LMP1-driven NF-kappaB luciferase signal. LMP1-induced NF-kappaB luciferase reporter cells, luminescence. inhibition, % at 12.5 µM. 350,000 compounds, 0.69% hits; in the data active = inhibition above about 41%;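 note: 0% = neutral control wells and 100% = reference inhibitor control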
NR2E3 ag-2: human photoreceptor-specific nuclear receptor agonism; Q9Y5X4; CHO-S Gal4-NCOR/VP16-NR2E3 two-hybrid, luciferase; inhibition of corepressor binding, % at 3.98 µM; AID 602229; 360,000 compounds, 0.35% hits;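 active = inhibition above the mean of all tested compounds plus 3 SD, cut at about 70% in these data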;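 note: 0% = DMSO with NR2E3 transfected cells and 100% = cells lacking NR2E3 construct; higher means lower luciferase signal from less NR2E3 corepressor binding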
KKLEB tox: CF airway cell cytotoxicity counter-screen. AID 602141. KKLEB CF airway cells viability, ATPlite luminescence, overnight; stronger effect = lower value; cells stimulated with P. aeruginosa culture filtrate. 360,000 compounds, 0.36% hits. activity change (cytotoxicity), % at 5 µM;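 active = corrected activity change at or below -50% at 5 µM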
HIF-2a inh: HIF-2a inhibition; AID 624352; inhibition, % at 18.8 µM; 360,000 compounds, 0.72% hits; 786-0 RCC cells HIF-2a reporter, luciferase luminescence, overnight;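 active = inhibition of the luminescence signal of 40% or more relative to plate controls, in a single-dose primary screen at 18.75 µM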
MITF TRPM1 inh: MITF TRPM1 promoter inhibition in SK-MEL-5 cells. SK-MEL-5 TRPM1 promoter luciferase, 24 h. inhibition, % at 12.5 µM. 330,000 compounds, 0.83% hits. AID 488899;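 active = mean inhibition across replicates of 60% or more, whatever share of single replicates reaches that level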; note: values of inactives mirror those of a sister screen read the other way
Peg3 promoter: inhibitors of Peg3 promoter; HeLa PEG-Prom luciferase reporter, luminescence, overnight; inhibition, % at 20 µM; 360,000 compounds, 1.7% hits; AID 588405;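 active = inhibition of at least 50% at 20 µM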
Shn3 inh set2: reduces Shn3 3'UTR luciferase signal in osteoblasts. inhibition, % at 12.5 µM. Clone20 osteoblast Shn3 3'UTR firefly luciferase, 24 h. 360,000 compounds, 0.52% hits;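 active = mean inhibition of at least 75% with every replicate also reaching 75%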;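 note: 0% = median of neutral control wells and 100% = pilot-screen positive control compound; some compounds past the cut are filed as inactive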
hiPSC survival: enhancers of human iPSC single-cell survival. AID 602274. 360,000 compounds, 0.044% hits. hiPSC single-cell survival, ATPlite luminescence; 100% = ROCK inhibitor wells, 0% = DMSO. survival enhancement, % at 20 µM; in the data active = survival enhancement above about 18%;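 note: cells exposed to compounds for 16 hours before the ATP read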
CF NFkB inh: inhibitors of cystic fibrosis induced NF-kB | KKLEB NF-kB-GFP reporter, PAF-induced, GFP fluorescence overnight | inhibition, % at 5 µM | 360,000 compounds, 0.86% hits | AID 588850;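 active = at least 50% inhibition at 5 µM, scaled per plate between neutral and stimulator controls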;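 note: PAF is a Pseudomonas aeruginosa culture filtrate used as stimulus; plate controls were PAF-stimulated DMSO wells for no effect and unstimulated DMSO wells for full effect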
TRAIL sens C8: caspase-8 TRAIL sensitization. inhibition (viability loss, TRAIL sensitization), % at 10 µM. 360,000 compounds, 1% hits. NB7+C8 cells + TRAIL, ATPlite viability luminescence;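 active = compounds causing at least 50% loss of cell viability in the single-dose screen, relative to plate controls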
* = called active by the depositor.

For COC(=O)C(O)(NC(=O)NC(C)=O)C(F)(F)F (configuration not stated) the results were NR2E3 ag-1 3, EBV LMP1 NFkB -2, NR2E3 ag-2 18, KKLEB tox 8, HIF-2a inh 12, MITF TRPM1 inh -2, Peg3 promoter -4, Shn3 inh set2 8, hiPSC survival 1.5, CF NFkB inh -13 and TRAIL sens C8 5.
CCC(Oc1ccccc1)C(=O)N1CCC(C(N)=O)CC1 (configuration not stated) was read as NR2E3 ag-1 3, EBV LMP1 NFkB -13, NR2E3 ag-2 -2, KKLEB tox -3, HIF-2a inh -104, MITF TRPM1 inh -23, Peg3 promoter -93, Shn3 inh set2 -27, hiPSC survival 1.8, CF NFkB inh 6 and TRAIL sens C8 13.
`COc1cc(-c2nc(C)c(C(C)=O)n2O)ccc1OCC(=O)Nc1ccc(F)cc1` gave NR2E3 ag-1 1, EBV LMP1 NFkB 8, NR2E3 ag-2 -7, KKLEB tox -6, HIF-2a inh 7, MITF TRPM1 inh -3, Peg3 promoter -28, Shn3 inh set2 3, hiPSC survival -0.3, CF NFkB inh -10 and TRAIL sens C8 -9.
Screening COc1ccc(C)cc1NC(=O)c1nnn(Cc2cccc(F)c2)c1N returned NR2E3 ag-1 1, EBV LMP1 NFkB 4, NR2E3 ag-2 34, KKLEB tox -21, HIF-2a inh 1, MITF TRPM1 inh 0, Peg3 promoter 15, Shn3 inh set2 -11, hiPSC survival -2.2, CF NFkB inh 22 and TRAIL sens C8 7.
For CCOC(=O)N1CCN(c2ccc(S(=O)(=O)N3CCOCC3)cn2)CC1 the results were EBV LMP1 NFkB -4, NR2E3 ag-2 3, KKLEB tox -9, HIF-2a inh 1, MITF TRPM1 inh -9, Peg3 promoter -11, Shn3 inh set2 0, hiPSC survival -0.7, CF NFkB inh -14 and TRAIL sens C8 -23.
CCCCn1c(N)c(N(CC)C(=O)c2cc(OC)cc(OC)c2)c(=O)[nH]c1=O was read as NR2E3 ag-1 -4, EBV LMP1 NFkB 5, NR2E3 ag-2 4, KKLEB tox -3, HIF-2a inh 14, MITF TRPM1 inh -15, Peg3 promoter 2, Shn3 inh set2 -4, hiPSC survival -0.6, CF NFkB inh -1 and TRAIL sens C8 -1.
Screening COc1ccc(CN(CC(=O)NCc2ccc(F)cc2)C(=O)CCC(=O)Nc2ccccn2)cc1 returned NR2E3 ag-1 2, EBV LMP1 NFkB -7, NR2E3 ag-2 -9, KKLEB tox 7, HIF-2a inh 8, MITF TRPM1 inh 5, Peg3 promoter -7, Shn3 inh set2 4, hiPSC survival 0.2, CF NFkB inh -7 and TRAIL sens C8 0.
COc1ccc(S(=O)(=O)Nc2cccc(S(=O)(=O)N3CCCC3)c2)cc1OC was read as NR2E3 ag-1 -4, EBV LMP1 NFkB -3, NR2E3 ag-2 22, KKLEB tox -9, HIF-2a inh 14, MITF TRPM1 inh -2, Peg3 promoter 20, Shn3 inh set2 4, hiPSC survival 1.0, CF NFkB inh 5 and TRAIL sens C8 13.
`CC(C)NC(=O)C(c1ccc(F)cc1)N(C(=O)CCC(=O)Nc1ccccn1)c1ccccc1F` (configuration not stated) gave NR2E3 ag-1 2, EBV LMP1 NFkB -5, NR2E3 ag-2 -2, KKLEB tox -2, HIF-2a inh 10, MITF TRPM1 inh -8, Peg3 promoter 22, Shn3 inh set2 73, hiPSC survival -0.6, CF NFkB inh -10 and TRAIL sens C8 -5.
For COc1ccc(CNC(=O)CSc2nnc(NC(=O)c3ccccc3F)s2)cc1 the results were NR2E3 ag-1 1, EBV LMP1 NFkB -6, NR2E3 ag-2 -19, KKLEB tox -4, HIF-2a inh -149, MITF TRPM1 inh -76, Peg3 promoter -236, Shn3 inh set2 -62, hiPSC survival -0.7, CF NFkB inh 10 and TRAIL sens C8 15.
Screening O=S(=O)(NCc1cc(-c2ccccc2)no1)c1ccccc1 returned NR2E3 ag-1 4, EBV LMP1 NFkB 14, NR2E3 ag-2 -3, KKLEB tox 7, HIF-2a inh -25, MITF TRPM1 inh 1, Peg3 promoter -1, Shn3 inh set2 4, hiPSC survival 0.3, CF NFkB inh 1 and TRAIL sens C8 2.
Screening COCCCNC(=O)c1c(N)n(/N=C/c2cccs2)c2nc3ccccc3nc12 returned NR2E3 ag-1 0, EBV LMP1 NFkB -33, NR2E3 ag-2 -27, KKLEB tox 0, HIF-2a inh -5, MITF TRPM1 inh -4, Peg3 promoter 8, Shn3 inh set2 8, hiPSC survival -1.3, CF NFkB inh -24 and TRAIL sens C8 24.
`COc1cc(CCCN2CCNC[C@@H]2Cc2ccccc2)cc(OC)c1OC` gave NR2E3 ag-1 3, EBV LMP1 NFkB 23, NR2E3 ag-2 -2, KKLEB tox -15, HIF-2a inh 14, MITF TRPM1 inh -14, Peg3 promoter -6, Shn3 inh set2 -16, hiPSC survival 0.2, CF NFkB inh 13 and TRAIL sens C8 1.
COCC(=O)Nc1cccc(Br)c1 was read as NR2E3 ag-1 -3, EBV LMP1 NFkB 0, NR2E3 ag-2 1, KKLEB tox 9, HIF-2a inh -15, MITF TRPM1 inh 3, Peg3 promoter -6, Shn3 inh set2 9, hiPSC survival 1.4, CF NFkB inh -11 and TRAIL sens C8 5.
C=C1CCN([C@@H](C)C(=O)OCc2cccc(C)c2)S(=O)(=O)c2ccccc21 was read as NR2E3 ag-1 0, EBV LMP1 NFkB -1, NR2E3 ag-2 -14, KKLEB tox -3, HIF-2a inh 11, MITF TRPM1 inh -20, Peg3 promoter 4, Shn3 inh set2 -1, hiPSC survival -1.7, CF NFkB inh 3 and TRAIL sens C8 7.
COCCn1c(SCC(=O)NC(=O)NC2CCCCC2)nc2ccccc2c1=O was read as EBV LMP1 NFkB 3, NR2E3 ag-2 -3, KKLEB tox 7, HIF-2a inh 8, Peg3 promoter 16, Shn3 inh set2 75, hiPSC survival -3.9, CF NFkB inh 0 and TRAIL sens C8 -10.
`CCc1ccccc1N(CC(=O)Nc1cccc(N(C)S(C)(=O)=O)c1)S(C)(=O)=O` gave NR2E3 ag-1 1, EBV LMP1 NFkB -19, NR2E3 ag-2 -2, KKLEB tox -4, HIF-2a inh 6, MITF TRPM1 inh 3, Peg3 promoter 16, Shn3 inh set2 -3, hiPSC survival 0.2, CF NFkB inh 10 and TRAIL sens C8 1.
Screening CCc1nnc(N2CCN(c3ncnc4c3oc3ccccc34)CC2)s1 returned EBV LMP1 NFkB 8, NR2E3 ag-2 36, KKLEB tox 2, HIF-2a inh 10, MITF TRPM1 inh -45, Peg3 promoter -6, Shn3 inh set2 21, hiPSC survival -2.5, CF NFkB inh -3 and TRAIL sens C8 -2.
Screening COc1ccc(N2CC(C(=O)NCCc3c[nH]c4ccccc34)CC2=O)cc1 (configuration not stated) returned NR2E3 ag-1 6, EBV LMP1 NFkB -2, NR2E3 ag-2 7, KKLEB tox -1, HIF-2a inh 5, MITF TRPM1 inh -2, Peg3 promoter 6, Shn3 inh set2 15, hiPSC survival 2.0, CF NFkB inh -8 and TRAIL sens C8 2.
CCCCC(=O)Nc1ccc(C(=O)Nc2ccc(S(=O)(=O)Nc3nccc(C)n3)cc2)cc1 was read as NR2E3 ag-1 -3, EBV LMP1 NFkB 2, NR2E3 ag-2 -31, KKLEB tox 1, HIF-2a inh 30, MITF TRPM1 inh 0, Peg3 promoter 0, Shn3 inh set2 -6, hiPSC survival 0.8, CF NFkB inh 4 and TRAIL sens C8 -1.
Screening Cc1ccc(/C=C/C(=O)O)cc1S(=O)(=O)N1CCc2ccccc21 returned NR2E3 ag-1 1, EBV LMP1 NFkB 4, NR2E3 ag-2 -9, KKLEB tox -5, HIF-2a inh 11, MITF TRPM1 inh 1, Peg3 promoter 2, Shn3 inh set2 17, hiPSC survival -0.5, CF NFkB inh 7 and TRAIL sens C8 -11.
Screening CC(NC(=O)c1cccs1)c1ccc(Cl)cc1 (configuration not stated) returned NR2E3 ag-1 1, EBV LMP1 NFkB 2, NR2E3 ag-2 -32, KKLEB tox -4, HIF-2a inh 10, MITF TRPM1 inh -4, Peg3 promoter 7, Shn3 inh set2 31, hiPSC survival -0.2, CF NFkB inh 5 and TRAIL sens C8 -18.
CCOC(=O)C1CCCN(C(=O)c2cc(CN3C(=O)c4ccccc4C3=O)ccc2OC)C1 (configuration not stated) was read as NR2E3 ag-1 0, EBV LMP1 NFkB 3, NR2E3 ag-2 22, KKLEB tox 2, HIF-2a inh -6, MITF TRPM1 inh 4, Peg3 promoter 10, Shn3 inh set2 -11, hiPSC survival -0.4, CF NFkB inh -2 and TRAIL sens C8 -8.
Screening Cc1cc(O)c2c(c1)C(=O)c1cc(O)cc(O)c1C2=O returned NR2E3 ag-1 0, EBV LMP1 NFkB -2, NR2E3 ag-2 -46, KKLEB tox 12, HIF-2a inh -206, MITF TRPM1 inh -18, Peg3 promoter -141, Shn3 inh set2 -30, hiPSC survival 0.5, CF NFkB inh -87 and TRAIL sens C8 3.
Screening CC(C)NC(=S)N/N=C/c1c[nH]c2ccccc12 returned NR2E3 ag-1 -2, EBV LMP1 NFkB -17, NR2E3 ag-2 -46, KKLEB tox -7, HIF-2a inh -135, MITF TRPM1 inh -21, Peg3 promoter -125, Shn3 inh set2 -13, hiPSC survival -1.8, CF NFkB inh -28 and TRAIL sens C8 -4.
For CCOC(=O)c1ccc(Nc2cc(C)nc(C)c2C(=O)OCC)cc1 the results were NR2E3 ag-1 2, EBV LMP1 NFkB -1, NR2E3 ag-2 -3, KKLEB tox -1, HIF-2a inh 16, MITF TRPM1 inh 11, Peg3 promoter 11, Shn3 inh set2 4, hiPSC survival 1.2, CF NFkB inh 15 and TRAIL sens C8 11.
Screening N#CC1=C2C=Cc3ccccc3N2CCCC1=O returned NR2E3 ag-1 1, EBV LMP1 NFkB -7, NR2E3 ag-2 -17, KKLEB tox -3, HIF-2a inh -78, MITF TRPM1 inh -1, Peg3 promoter -4, Shn3 inh set2 8, hiPSC survival 1.0, CF NFkB inh -19 and TRAIL sens C8 -3.
`CC1(C)CC(=O)C2=C(C1)NC(=O)CC2c1ccc(F)cc1` (configuration not stated) gave NR2E3 ag-1 -1, EBV LMP1 NFkB -3, NR2E3 ag-2 15, KKLEB tox 7, HIF-2a inh 4, MITF TRPM1 inh -3, Peg3 promoter 16, Shn3 inh set2 -4, hiPSC survival 2.9, CF NFkB inh 18 and TRAIL sens C8 7.

2 records picked at random from the list so far, as already listed:
Screening CC(NC(=O)c1cccs1)c1ccc(Cl)cc1 (configuration not stated) returned NR2E3 ag-1 1, EBV LMP1 NFkB 2, NR2E3 ag-2 -32, KKLEB tox -4, HIF-2a inh 10, MITF TRPM1 inh -4, Peg3 promoter 7, Shn3 inh set2 31, hiPSC survival -0.2, CF NFkB inh 5 and TRAIL sens C8 -18.
Screening Cc1cc(O)c2c(c1)C(=O)c1cc(O)cc(O)c1C2=O returned NR2E3 ag-1 0, EBV LMP1 NFkB -2, NR2E3 ag-2 -46, KKLEB tox 12, HIF-2a inh -206, MITF TRPM1 inh -18, Peg3 promoter -141, Shn3 inh set2 -30, hiPSC survival 0.5, CF NFkB inh -87 and TRAIL sens C8 3.

Only part of the results is shown (hit frequency here may not be typical).
